# Screening data from PubChem BioAssay.
# APE1 inh = qHTS Assay for Inhibitors of the Human Apurinic/apyrimidinic Endonuclease 1 (APE1); DNA repair nuclease/redox regulator APEX1 (Homo sapiens), P27695; recombinant APE1, TAMRA/BHQ-2 abasic DNA cleavage fluorescence; 350,000 compounds, 0.35% hits; Potency, µM (doses to about 65.8 µM), for inactives: at the top dose activity change, negative = inhibition, actives largely listed as inhibitors;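 also: potency is read from the fitted curve at half-maximal effect; plate controls were vehicle for no effect and reference inhibitor for full effect; nearly all actives have a fitted effect of over 55% in size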
#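 Substrate: short duplex with […] THF abasic site, 5'-TAMRA and 3'-BHQ-2, 50 nM final. APE1 at 0.75 nM, preincubated 15 min RT with compound. Fluorescence increase from first to third read measured activity.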
# POLK inh = qHTS for Inhibitors of Polymerase Kappa. DNA polymerase kappa (Homo sapiens), Q9UBT6. purified Pol kappa, fluorescent DNA synthesis assay, 10 min. Potency, µM (titrated, usually from 107 µM), for inactives: top-dose activity, negative = inhibition, hits mostly inhibitors. 400,000 compounds, 0.53% hits. AID 588579, 2011; also: potency is read from the fitted curve at half-maximal effect; % is scaled to controls: 0 for no effect and ±100 for the full control effect
#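 Here, compound and 10 nM enzyme are combined for 15 min at room temperature; adding 50 nM substrate (final) starts DNA synthesis, tracked by fluorescence at 0 and 10 min against buffer-only wells.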
# POLI inh = qHTS for Inhibitors of Polymerase Iota; DNA polymerase iota (Homo sapiens), Q9UNA4; Pol iota fluorescent replication assay, 10 min; Potency, µM (titrated, usually from 115 µM), for the others: at the top dose activity, negative = inhibition, usual class: inhibitors; 390,000 compounds, 1% hits; AID 588590, 2011; also: potency is read from the fitted curve at half-maximal effect
#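 Pol iota at 10 nM preincubated 15 min with compounds at room temperature; reaction started with fluorescent substrate, 50 nM final. Fluorescence read kinetically at 0 and 10 min; buffer-only wells as negative control.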
# RXFP1 antag = qHTS Assay for Antagonists of the Relaxin Receptor RXFP1. Relaxin receptor 1 (Homo sapiens), Q9HBX9. HEK293-RXFP1, relaxin-stimulated cAMP HTRF, 30 min; stronger effect = lower value. activity change, negative = inhibition, % at 57.5 µM. 350,000 compounds, 0.59% hits. AID 1259400, 2018;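 active = activity change of -60% or lower, but not beyond a set lower limit; inconclusive = change between -60% and -40%, or beyond the set limit; inactive = change above -40%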; also: % is scaled to controls: 0 for no effect and ±100 for the full control effect
# Target sequence (Q9HBX9 whole entry, looked up): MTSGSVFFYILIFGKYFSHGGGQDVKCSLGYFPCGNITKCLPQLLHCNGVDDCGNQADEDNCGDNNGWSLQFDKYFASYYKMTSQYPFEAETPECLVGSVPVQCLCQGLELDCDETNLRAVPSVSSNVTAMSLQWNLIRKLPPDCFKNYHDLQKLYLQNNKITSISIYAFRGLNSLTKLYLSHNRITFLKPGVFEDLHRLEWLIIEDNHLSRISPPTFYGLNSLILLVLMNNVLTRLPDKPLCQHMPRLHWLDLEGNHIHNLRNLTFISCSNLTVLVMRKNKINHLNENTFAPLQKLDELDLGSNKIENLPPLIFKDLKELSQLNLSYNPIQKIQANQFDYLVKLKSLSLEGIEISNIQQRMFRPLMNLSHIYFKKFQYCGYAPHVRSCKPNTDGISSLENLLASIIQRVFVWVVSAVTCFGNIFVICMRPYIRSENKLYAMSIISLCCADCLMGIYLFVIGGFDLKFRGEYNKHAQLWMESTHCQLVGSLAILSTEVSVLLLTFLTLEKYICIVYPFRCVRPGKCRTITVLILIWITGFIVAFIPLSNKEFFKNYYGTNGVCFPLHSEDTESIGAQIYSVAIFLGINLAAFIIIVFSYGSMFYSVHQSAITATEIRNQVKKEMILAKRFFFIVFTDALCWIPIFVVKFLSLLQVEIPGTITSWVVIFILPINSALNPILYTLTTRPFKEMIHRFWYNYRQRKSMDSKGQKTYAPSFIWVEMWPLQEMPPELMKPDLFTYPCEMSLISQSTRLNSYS
# Anesthetic bind = qHTS Assay for Identification of Novel General Anesthetics | Ferritin light chain (Equus caballus), P02791 | apoferritin/1-aminoanthracene competitive binding, fluorescence | Potency, µM (series often up to 77.5 µM), for inactives: at the highest dose activity change, negative = displacement, actives largely listed as inhibitors | 350,000 compounds, 0.074% hits | AID 485281, 2010; also: potency is read from the fitted curve at half-maximal effect; % is scaled to controls: 0 for no effect and ±100 for the full control effect; nearly all actives have a fitted effect of over 20% in size
# Target sequence (P02791 2-175 limits assumed): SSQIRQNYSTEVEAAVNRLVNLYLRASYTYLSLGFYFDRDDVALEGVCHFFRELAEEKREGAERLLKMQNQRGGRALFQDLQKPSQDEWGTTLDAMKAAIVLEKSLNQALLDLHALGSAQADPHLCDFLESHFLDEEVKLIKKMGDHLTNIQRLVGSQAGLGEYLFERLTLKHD
#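 Apoferritin-based anesthetic binding model; compound displacement of fluorescent 1-AMA measured as endpoint fluorescence after 10 minutes at room temperature, scaled to free-ligand and complex controls.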
# PGK inhibitor = qHTS Assay to Find Inhibitors of Phosphoglycerate Kinase; AID 602233, 2012; 380,000 compounds, 0.043% hits; Phosphoglycerate kinase, glycosomal (Trypanosoma brucei brucei), P07378; PGK/GAPDH coupled, Kinase-Glo luminescence, 60 min; Potency, µM (highest dose often 57.5 µM), without a hit: top-dose activity change, negative = inhibition, hits mostly inhibitors; also: potency is read from the fitted curve at half-maximal effect; % is scaled to controls: 0 for no effect and ±100 for the full control effect; nearly all actives have a fitted effect of over 60% in size
#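 Recombinant glycosomal PGK reaction used 1,3-bisphosphoglycerate generated in-well by GAPDH (100nM final) in 100mM TEA pH 7.6, 5mM MgCl2, 0.01% Tween-20. After 60 minutes at room temperature, ATP was read by Kinase-Glo Plus luminescence end-point.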
# Pol beta inh = qHTS Assay for Inhibitors of DNA Polymerase Beta. Pol beta primer extension/strand displacement, fluorescence kinetic. Potency, µM (top dose mostly 114 µM), inactives show at the highest dose activity change, negative = inhibition, usual class: inhibitors. 340,000 compounds, 1.3% hits; also: potency is read from the fitted curve at half-maximal effect; % is scaled to controls: 0 for no effect and ±100 for the full control effect
#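 Kinetic readout of DNA synthesis with strand displacement by Pol beta. Compound and 10 nM enzyme sit 15 min at room temperature; 50 nM substrate starts the reaction, read immediately and at 10 min.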
# Pol eta inh = qHTS for Inhibitors of Polymerase Eta. Potency, µM (doses to about 114 µM), for inactives: top-dose activity change, negative = inhibition, usual class: inhibitors. recombinant Pol eta, fluorescent DNA replication assay. 390,000 compounds, 1.2% hits. AID 588591, 2011; also: potency is read from the fitted curve at half-maximal effect; % is scaled to controls: 0 for no effect and ±100 for the full control effect
#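 Pol eta at 10 nM preincubated with compounds 15 min at room temperature; reaction started with fluorescent substrate (50 nM final) and read kinetically at 0 and 10 min.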
# BLM helicase inh = qHTS Assay for Inhibitors of Bloom's syndrome helicase (BLM). 350,000 compounds, 0.2% hits. Potency, µM (top dose mostly 56.1 µM), without a hit: top-dose activity change, negative = inhibition, hits mostly inhibitors. recombinant BLM DNA unwinding, fluorescence dequenching. RecQ-like DNA helicase BLM (Homo sapiens), P54132;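 also: potency is read from the fitted curve at half-maximal effect; plate controls were vehicle for no effect and no enzyme for full effect; nearly all actives have a fitted effect of over 35% in size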
# Starred values were filed as active, the others as inactive; i = inactive; u = inconclusive; x = not tested or not shown; [ ] = dose if it differs, or a comment. Unless noted, calls follow the shape of the dose curve; as a rule, active = well fitted curve in the direction sought with a large enough effect; inconclusive = small, poorly fitted or top-dose-only effect, or another doubt; inactive = no such curve, though single readings can be large; an effect the other way counts as inactive or inconclusive.
SMILES,APE1 inh,POLK inh,POLI inh,RXFP1 antag,Anesthetic bind,PGK inhibitor,Pol beta inh,Pol eta inh,BLM helicase inh
Cc1ccc(Cl)cc1N1CCN(S(=O)(=O)c2ccc(-c3cnc(C4CC4)o3)cc2)CC1,x,-6%[60.1 µM],29%,x,23%,i,-22%,-15%,-5%
Cc1onc(-c2c(F)cccc2Cl)c1C(=O)NNC(=O)C1CCN(Cc2cccc(F)c2)CC1,3%,-12%,166%[activator],-1,-8%,-7%,1%,-4%,0%
O=C(NN1C(=O)NC2(CCCCC2)C1=O)c1ccc(Cl)c(Cl)c1,1%,-14%,15%,-4,x,7%,x,-8%,x
CCCCNS(=O)(=O)c1ccc(NC(=O)c2c(-c3ccccc3Cl)noc2C)cc1,-6%,-14%,-4%[58.9 µM],4,-14%,4%,-3%,-8%,-12%
O=C1CCC(C(=O)Nc2cccc3ccccc23)N1 (stereo not given),-1%,-19%,44%[activator],-5,2%,-4%,-3%,3%,-1%
N/C(COc1ccc(F)cc1)=N\NC(=O)c1cccnc1Oc1ccccc1,-3%,-12%,6%,4,-16%,2%,38%,6%,-1%
Cc1ccc(C(=O)N2CC3(C(C)C)CN(C(=O)c4ccc(C)cc4)CC(C(C)C)(C2)C3=O)cc1,-4%,0%,18%,9,-3%,-6%,23%,-17%,-2%
O=C1CCCC(O)=C1N=Nc1c(Cl)cc(Cl)cc1Cl,u,-21%,u,9,-3%,3%,2%,-20%,3%
Cn1c2ccccc2c(=O)c2c(=O)n(Cc3ccco3)c(COc3ccccc3)nc21,0%,u,u,11,-12%,0%,-8%,u,8.9µM*
COc1ccc(C2=Nc3ccccc3OC2)cc1,12%,0%,63%[activator],-12,u,-2%,6%,-18%,-4%
CC1Sc2ccc(S(=O)(=O)N3CCC(C(=O)Nc4ccc(Cl)cc4)CC3)cc2NC1=O (stereo not given),-5%,u,u,1,4%,i,u,u,-6%
C=CCn1c(SCC(=O)Nc2c(C)n(C)n(-c3ccccc3)c2=O)nnc1-c1cccnc1,-6%,-4%,77%[activator],-7,x,i,x,-14%,x
COC(=O)C1=C(C)NC(=O)NC1c1ccc(-c2ccc(Cl)cc2)o1 (stereo not given),-1%,-11%,10%,0,-8%,i,-10%,-8%,-5%
Cn1c(=O)[nH]c(=O)c2c1nc(N1CCCCCC1)n2CCOc1ccccc1,5%,3%,5%,2,-5%,-8%,-2%,2%,-4%
COC(=O)c1[nH]c2cc(OC)ccc2c1NC(=O)CN1CCN(c2cccc(C)c2)C(C)C1 (stereo not given),-7%,-11%,8%,-18,-11%,-7%,2%,-24%,-12%
O=C(COC(=O)c1ccc(S(=O)(=O)N2CCCC2)cc1)NCc1ccc(F)cc1,0%,-6%,9%,-6,-14%,2%,26%,1%,-3%
CCSCC1COC(c2cccn2Cc2ccc(C)cc2)=N1 (stereo not given),10%,-1%,4%,-22,4%,-4%,2%,-12%,-8%
CC(C)c1ccc(/C=N/NC(=O)CCNC(=O)c2ccccc2)cc1,9%,0%,29%,-11,-2%,-11%,-3%,-23%,-1%
CCOC(=O)Cc1csc(NC(=O)c2ccc(F)cc2)n1,7%,3%,54%[activator],-1,-5%,-10%,12%,-17%,-5%
CC(=O)Nc1cc(-c2nc3ccccc3s2)ccc1C,x,-3%,16%,-1,-5%,x,-7%,x,1%

# Profiles, looked up by structure. Order of values: APE1 inh, POLK inh, POLI inh, RXFP1 antag, Anesthetic bind, PGK inhibitor, Pol beta inh, Pol eta inh, BLM helicase inh
# O=C(NN1C(=O)NC2(CCCCC2)C1=O)c1ccc(Cl)c(Cl)c1 is listed as 1%, -14%, 15%, -4, x, 7%, x, -8%, x
# COc1ccc(C2=Nc3ccccc3OC2)cc1 is listed as 12%, 0%, 63%[activator], -12, u, -2%, 6%, -18%, -4%
# N/C(COc1ccc(F)cc1)=N\NC(=O)c1cccnc1Oc1ccccc1 is listed as -3%, -12%, 6%, 4, -16%, 2%, 38%, 6%, -1%
# Cc1ccc(Cl)cc1N1CCN(S(=O)(=O)c2ccc(-c3cnc(C4CC4)o3)cc2)CC1 is listed as x, -6%[60.1 µM], 29%, x, 23%, i, -22%, -15%, -5%

# The listing continues.
SMILES,APE1 inh,POLK inh,POLI inh,RXFP1 antag,Anesthetic bind,PGK inhibitor,Pol beta inh,Pol eta inh,BLM helicase inh
CCOC(=O)c1c(-c2ccccc2Cl)cn2ccccc12,u,-5%,-14%,2,55%[activator],-5%,4%,-7%,-9%
Cc1cc(NC(=O)C2CCCN(S(=O)(=O)c3cccc4nonc34)C2)ccc1Br (stereo not given),x,4%,51%[activator],-6,3%,1%,3%,-5%,0%
CCCCc1c(O)n(-c2ccccc2)[nH]c1=O,-2%,-12%[60.1 µM],x,x,-1%,x,x,x,3%
CCN(CC)c1ccc(NC(=O)CCCCCN2C(=O)c3ccccc3C2=O)cc1,-2%,2%,24%,1,u,-2%,2%,1%,-8%
CCOC(=O)c1c(NC(=O)c2cc3nc(-c4ccccc4)cc(C(F)(F)F)n3n2)sc2c1CCC(C)C2 (stereo not given),x,-8%[60.1 µM],0%,-22,0%,i,25%,-9%,-2%
Cn1c(SCC(=O)N2CCCc3ccccc32)nnc1-c1c[nH]c2ccccc12,6%,-3%,-15%,-2,1%,-1%,2%,-12%,-1%
CCCCNCc1cc(Cl)c(OCCC)c(OCC)c1,3%,-7%,-4%[58.9 µM],-22,-12%,-2%,-6%,-6%,-2%
CCCCC1C(=O)CC[C@H]2[C@@H]1CC(=O)[C@@H]2C/C=C\CCCC(=O)O (stereo not given in full),10%,-26%,u,x,-3%,-9%,26%,u,1%
Cc1cccc(Cl)c1NC(=S)N1CCN(c2ccc([N+](=O)[O-])cn2)CC1,17%,-12%,14%[58.9 µM],-28,-4%,-4%,-13%,0%,-2%
COc1ccc(F)cc1S(=O)(=O)NCCc1c(C)[nH]c2c(Cl)cccc12,x,-8%[60.1 µM],2%,17,4%,i,u,-24%,-13%
O=C(CSc1nc2ncc(Br)cc2[nH]1)Nc1ccc2c(c1)OCO2,0%,-19%,0%,-2,u,-6%,1%,1%,-4%
O=C(NCCCO)C(=O)NCC1OCCCN1S(=O)(=O)c1cccs1 (stereo not given),13%,6%,4%,-5,-5%,-2%,1%,u,-1%
Cc1cc([N+](=O)[O-])nn1CC(=O)N1N=C(C(F)F)CC1(O)C(F)F (stereo not given),-10%,-5%,4%,-9,-5%,-3%,28%,-7%,0%
CCOC(=O)CC(=O)Nc1nc2ccccc2s1,-2%,-11%,-6%,1,-19%,-3%,0%,-5%,-3%
CC(C)C(=O)NCCSc1c[nH]c2ccccc12,-2%,-4%,42%[activator],-2,-4%,1%,u,-11%,-2%
Cc1ccc2occ(C3NC(C(=O)O)CS3)c(=O)c2c1 (stereo not given),4%,-8%,-3%,10,-10%,i,16%,-19%,-1%
CC(CCCC(C)(C)O)NCc1cn[nH]c1-c1ccc2c(c1)OCO2 (stereo not given),14%,0%,-17%,-11,-3%,-2%,24%,-4%,1%
COc1ccc(S(=O)(=O)c2cn(CC(=O)Nc3cc(C)ccc3C)c3ccccc3c2=O)cc1,x,-3%,39%[activator],x,-3%,i,33%,-15%,-5%
O=C(Nc1cccc(F)c1)NC1(C(=O)N2CCOCC2)CCCCC1,-3%,0%,136%[activator],-22,-8%,i,1%,1%,-4%
COc1cccc(Cc2nc3ccccc3nc2SCC(=O)Nc2cc(OC)ccc2OC)c1,x,-5%[60.1 µM],0%,x,-15%,-2%,4%,-11%,-7%
Cc1oc(-c2ccccc2F)nc1CSCC(=O)NCCc1ccccc1,x,-10%,-17%,-8,205%[activator],10%,0%,-9%,1%
O=C(O)C1=C[C@@H](c2ccc(Br)cc2)C[C@@H](OCc2ccc(CO)cc2)O1,8%,-8%,-5%,x,-6%,3%,2%,-11%,-2%
CN(Cc1cccc2ccccc12)C(=O)c1cc(COc2c(F)cccc2F)on1,-10%,-11%,72%[activator],-17,-14%,10%,-10%,-9%,-11%
CCOC(=O)c1cc(S(=O)(=O)NCc2ccco2)cn1C,11%,-2%,u,5,-13%,-8%,37%,-3%,-1%
O=C(CCn1cccc1)Nc1ccc(F)cc1,8%,-11%,35%[activator],17,-3%,-3%,42%,-5%,-5%
CC1(C(=O)NCCc2c[nH]c3ccccc23)C=CC2(CCCCC2)N1C(=O)c1ccccc1 (stereo not given),-6%,2%,11%,x,-6%,i,30%,-18%,-8%
COc1cc(Cl)c(CN2CCCC(CO)(Cc3ccccc3F)C2)cc1OC (stereo not given),5%,-14%,12%,7,-19%,1%,-6%,-10%,-5%
Cc1ccc(Cn2c(=O)c3c(nc4n3CCN4Cc3ccco3)n(C)c2=O)cc1,-11%,-10%,u,-5,4%,3%,15%,-5%,-1%
CCCCCCOC(=O)C1=C(C)NC(=O)NC1c1ccc(O)cc1 (stereo not given),14%,-15%,9%,1,u,-9%,-18%,-19%,-12%
CC1CCN(S(=O)(=O)c2nnc(NC(=O)c3cccc(F)c3)s2)CC1,x,-7%,u,-16,-6%,5%,1%,-1%,-4%
O=C(OCC(=O)N1CCCCC1)c1cc2ccccc2cc1O,1%,-10%,8%,-6,u,4%,3%,-14%,0%
CS(=O)(=O)N1CCC(Oc2ccccc2C(=O)N2CCNC(=O)C2)CC1,6%,-2%,23%,-12,-3%,1%,-17%,-18%,2%

# A portion of the library, so the mix of outcomes need not match the whole.
